Source: PubChem BioAssay (several laboratories)
STK33 kinase inh = human STK33 kinase inhibition; Q9BYT3; purified STK33, MBP phosphorylation, ADP-Glo luminescence; inhibition, % at 10 µM; 320,000 compounds, 0.073% hits;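 active means inhibition at or above 25%, using the most active replicate where run in duplicate; inactive means inhibition below 25%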
Target sequence (Q9BYT3 whole entry, looked up): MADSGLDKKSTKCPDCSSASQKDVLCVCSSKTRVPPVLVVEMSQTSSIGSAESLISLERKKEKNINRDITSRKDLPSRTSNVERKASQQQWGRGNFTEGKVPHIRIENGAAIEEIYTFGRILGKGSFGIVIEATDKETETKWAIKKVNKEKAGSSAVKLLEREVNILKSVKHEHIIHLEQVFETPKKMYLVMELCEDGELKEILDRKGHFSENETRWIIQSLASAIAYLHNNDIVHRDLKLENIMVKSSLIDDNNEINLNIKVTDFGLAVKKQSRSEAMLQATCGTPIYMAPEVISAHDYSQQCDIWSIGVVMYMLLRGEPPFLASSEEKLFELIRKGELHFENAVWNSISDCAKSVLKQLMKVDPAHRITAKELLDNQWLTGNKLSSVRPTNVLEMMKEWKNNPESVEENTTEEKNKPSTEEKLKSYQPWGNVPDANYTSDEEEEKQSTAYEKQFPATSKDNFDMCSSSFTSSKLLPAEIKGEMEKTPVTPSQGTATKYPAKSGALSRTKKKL
CHT inh = human CHT choline transport inhibition. Q9GZV3. CHT-expressing cells, membrane potential dye, choline response; active compounds read low. B-score at 10 µM. 310,000 compounds, 0.86% hits. AID 488975;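 active means B-score over 3 SD under the library average, and starting fluorescence ratio not unusually high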;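 further: choline stimulus applied at its EC90 after an EC20 pre-addition; B-score computed on integrated fluorescence ratio after choline addition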
Target sequence (Q9GZV3 whole entry, looked up): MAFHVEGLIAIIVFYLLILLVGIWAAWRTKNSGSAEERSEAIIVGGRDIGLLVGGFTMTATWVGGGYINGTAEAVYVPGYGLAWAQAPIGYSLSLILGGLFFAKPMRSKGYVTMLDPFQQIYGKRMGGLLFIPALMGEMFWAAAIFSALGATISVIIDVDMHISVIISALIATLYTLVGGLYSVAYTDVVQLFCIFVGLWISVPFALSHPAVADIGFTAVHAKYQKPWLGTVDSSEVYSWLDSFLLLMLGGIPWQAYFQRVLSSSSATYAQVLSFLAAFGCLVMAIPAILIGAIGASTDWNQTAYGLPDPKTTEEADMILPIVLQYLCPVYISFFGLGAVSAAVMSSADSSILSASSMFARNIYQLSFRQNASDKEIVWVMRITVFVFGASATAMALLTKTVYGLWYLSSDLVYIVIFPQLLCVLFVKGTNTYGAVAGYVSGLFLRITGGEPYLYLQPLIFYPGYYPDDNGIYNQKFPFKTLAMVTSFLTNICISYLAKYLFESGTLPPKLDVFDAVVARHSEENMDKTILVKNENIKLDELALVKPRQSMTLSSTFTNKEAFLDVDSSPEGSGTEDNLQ
CHT PAM = human CHT allosteric activation. CHT-expressing cells, membrane potential dye, choline EC20; active compounds read high; LV-AA mutant CHT in HEK293 cells. 310,000 compounds, 0.49% hits. Q9GZV3. B-score at 10 µM;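 active means initial fluorescence not abnormally high and integrated response B-score, plate-corrected, over 3 SD above library mean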
* hit, by the source's call; i = inactive; x = not tested or not shown; & = joins results of further samples. Rows are unselected. Share with any hit: about 1.5%.

SMILES	STK33 kinase inh	CHT inh	CHT PAM
Clc1ccccc1-c1nnc2n1CCCCC2	0.1	i	i
CN1CCN(CC(=O)Nc2c(C(=O)C3CC3)oc3ccccc23)CC1	-1.2	i	i
CCN(CC)CCCNC(=O)c1oc2ccc(S(=O)(=O)N3CC(C)CC(C)C3)cc2c1C (stereo not drawn)	-1.1	i	i
COc1ccc(C(=O)COC(=O)c2ccc(NC(=O)c3ccccc3)cc2)cc1	-0.4	i	i
COC(=O)c1ccc(CSc2nc3scc(-c4cccs4)c3c(=O)[nH]2)o1	-0.2	i	i
Cc1ccc(S(=O)(=O)NCCC(=O)Nc2ccncc2)cc1C	-1.0	i	i
O=c1[nH]c(-c2ccccc2)cs1	-2.0	i	i
Cc1nnc(SCc2cc(=O)oc3ccc4ccccc4c23)n1Cc1ccccc1	-1.1	i	i
CCOCCCNCc1cn(-c2ccc(F)cc2F)nc1-c1ccccc1C	-1.1	i	i
Cc1nc(SCc2c(F)cccc2Cl)c2c(=O)n(C)c(=O)n(C)c2n1	-1.5	i	i

5 compounds already listed, sorted by molar mass, rising:
SMILES	STK33 kinase inh	CHT inh	CHT PAM
O=c1[nH]c(-c2ccccc2)cs1	-2.0	i	i
Clc1ccccc1-c1nnc2n1CCCCC2	0.1	i	i
CCOCCCNCc1cn(-c2ccc(F)cc2F)nc1-c1ccccc1C	-1.1	i	i
COC(=O)c1ccc(CSc2nc3scc(-c4cccs4)c3c(=O)[nH]2)o1	-0.2	i	i
Cc1nnc(SCc2cc(=O)oc3ccc4ccccc4c23)n1Cc1ccccc1	-1.1	i	i

The listing continues:
SMILES	STK33 kinase inh	CHT inh	CHT PAM
Cc1ccc(-c2cc(C(=O)N3CCCC(C(F)(F)F)C3)c3ccccc3n2)o1 (stereo not drawn)	2.2	i	i
O=C1CC(N2CCC(c3nc4ccccc4o3)CC2)C(=O)N1c1cc(Cl)cc(Cl)c1 (stereo not drawn)	-1.0	i	i
O=C(CCn1cccn1)N1CCCC(N2CCN(c3cccc(Cl)c3)CC2)C1 (stereo not drawn)	-1.6	i	i
O=C1C2CCCN2C(c2ccccc2F)N1c1ccc(Cl)cc1 (stereo not drawn)	5.3	i	i
COc1ccccc1C(=O)COC(=O)Cn1[nH]c(=O)c2ccccc2c1=O	-0.8	i	i
CCOC(=O)c1nn(-c2ccc(C)cc2)c(=O)cc1OCC(=O)Nc1cc(C)ccc1OC	x	i	i
Cc1noc(C)c1C(=O)Nc1cccnc1	-1.2	i	i
O=C1CC(c2ccccc2)CC(O)=C1C=NCc1ccncc1 (stereo not drawn)	1.2	i	i
COc1ccc(S(=O)(=O)N2CCCC(C(=O)O)C2)cc1 (stereo not drawn)	0.5	i	i
C/C(CC(C)C)=N\NS(=O)(=O)c1ccc(C)c([N+](=O)[O-])c1	-1.0	i	i
COc1ccc(CN2C(=O)C3C4C=CC(C4)C3C2=O)cc1 (stereo not drawn)	0.1	i	i
O=C(NCCO)/C(=C\c1cccc([N+](=O)[O-])c1)NC(=O)c1ccco1	-0.6	i	i
CCCN(CCC)S(=O)(=O)c1ccc(NC(=O)Cc2cccs2)cc1	-0.4	i	i
Cc1cc(C)c(NC(=O)CSc2nccn2C)c(C)c1	-1.6	i	i
CC(=O)Nc1ccccc1NC(=O)C/C(C)=N/NC(=O)c1ccc([N+](=O)[O-])c(Cl)c1	-0.3	i	i
Nc1ccc(C(=O)O)cc1	-0.8&-0.5&0.0	i	i
C#Cc1ccc(CN2CCN(Cc3ccsc3)C(CCO)C2)cc1 (stereo not drawn)	-2.8	i	i
COC(=O)C1(C)NC(c2ccco2)C2C(=O)N(c3ccc(F)cc3)C(=O)C21 (stereo not drawn)	x	i	i
O=C(c1ccc(F)cc1)c1ccc(N2CCCC2)cc1	-1.1	i	i
CCc1ncc(C)nc1CC	-1.5	i	i
CCN(CC)/C(Sc1ccccc1)=C(\C(Cl)=C(Cl)Cl)[N+](=O)[O-]	0.0	i	i
CCCCCCCCNC(=O)c1cnccn1	-0.7	i	i
COC(=O)N/N=C/c1ccc(OS(=O)(=O)c2ccc(C)cc2)c(OC)c1	0.0	i	i
COc1ccccc1N1CCN(S(=O)(=O)c2cccc3nsnc23)CC1	-1.1	i	i
Cc1cccc(C(=O)Oc2ccc3ccc(O)cc3c2)c1	-0.2	i	i
COc1ccc(C(=O)COC(=O)CCn2nnc(-c3cccc(O)c3OC)n2)cc1	-1.5	i	i
CC(O)COc1ccc(/C(=N/O)c2ccccc2)cc1 (stereo not drawn)	-3.4	i	i
CCOCCCNC(=O)CN1C(=O)COc2ccc(S(=O)(=O)N3CCCCCC3)cc21	x	i	i
CSC1=NCCN1C(=O)Cc1ccc(Cl)cc1	-2.5	i	i
CC1(C)Cc2c(C#N)c(SCC(=O)c3ccccc3)nc(N3CCOCC3)c2CO1	0.2	i	i

Compound profiles (already shown). Order of values: STK33 kinase inh, CHT inh, CHT PAM
Record of `CC1(C)Cc2c(C#N)c(SCC(=O)c3ccccc3)nc(N3CCOCC3)c2CO1` : 0.2, i, i
Record of `COc1ccc(C(=O)COC(=O)CCn2nnc(-c3cccc(O)c3OC)n2)cc1` : -1.5, i, i
Record of `CCCCCCCCNC(=O)c1cnccn1` : -0.7, i, i

The results go on.
SMILES	STK33 kinase inh	CHT inh	CHT PAM
Cc1ccc(S(=O)(=O)NN2C(=O)c3ccccc3NC2c2ccccc2O)cc1 (stereo not drawn)	0.6	i	i
CC(C)(C)OC(=O)CNC(=O)c1[nH]cnc1C(=O)Nc1ccc(Cl)cc1	1.1	i	i
Cc1c(F)cccc1NC(=O)CCCCCC1NC(=O)NC1C (stereo not drawn)	0.6	i	i
CCCc1c(C(=O)Nc2ccc(OC)cc2)cnn1-c1ccccc1	-1.3	i	i
C/C(=N/NC(=O)c1ccc2c(c1)OCO2)c1cccc([N+](=O)[O-])c1	-0.2	i	i
O=C(Nc1ccccc1F)c1ccncc1	-1.0	i	i
O=C(O)c1ccc(/C=N/NC(=O)c2ccc(Br)cc2)cc1	0.5	i	i
C[C@H](NC(=O)c1nc[nH]c1C(=O)NC1CCNCC1)C(=O)OC(C)(C)C	0.3	i	i
COc1ccccc1CCNC(=O)CNC(=O)c1ccc2ccccc2c1	-0.1	i	i
Cn1nnnc1SCC(=O)Nc1ccccc1Br	-0.7	i	i
CC(C)C1=NN2C(=N)CC(=O)N=C2S1	-2.0	i	i
Cc1sc2nc(SCC(=O)NCCO)n(-c3ccccc3)c(=O)c2c1C	-0.4	i	i
NS(=O)(=O)c1ccc(NC(=O)c2ccc3nccnc3c2)cc1	0.2	i	7.5*
CN(c1ccc(OCC(=O)OCC(=O)Nc2ccccc2F)cc1)S(=O)(=O)c1cccs1	-1.1	i	i
O=C(CSc1nc2ccc(N3CCOCC3)cc2c(=O)n1CCc1ccccc1)NCC1CCCO1 (stereo not drawn)	-1.4	i	i
COC1=C/C(=C/c2c(N)n3nc(CC(=O)N4CCOCC4)sc3nc2=O)C=CC1=O	1.3	i	i
NCCOc1ccccc1Cc1ccccc1	-0.1	i	i
Cc1c(C(=O)NC(=S)NCC(C)C)oc2ccccc12	-0.7	i	i
CCOC(=O)c1cnc2c(C(F)(F)F)cccc2c1N1CCOCC1	-1.9	-5.8*	i
COC(=O)c1ccc(-n2c(C)cc(-c3csc(NC(=O)c4ccc(S(=O)(=O)N(C)C)cc4)n3)c2C)cc1	0.5	i	i
O=C(NNC(=O)c1cc2cc3ccccc3nc2s1)c1cccc(Cl)c1	-0.3	i	i
Cc1cc(C)c(S(=O)(=O)c2cccc(C)c2C)c(=O)[nH]1	-0.7	i	i
Nc1ccc(C(=O)NC23CC4CC(CC(C4)C2)C3)cc1	-0.3	i	i
Cc1ccc(C(=O)OCc2cn(-c3ccccc3)nn2)cc1	-0.5	i	i
COC(=O)c1sccc1-n1cccc1C(=O)C(=O)Nc1ccc(F)cc1	0.2	i	i
Cc1ccc(C(=O)NC(N(C)C)C(Cl)(Cl)Cl)cc1 (stereo not drawn)	-1.5	i	i
Cc1ccccc1OCC(=O)N/N=C/c1ccco1	-0.8	i	i
CC1CN(c2ccccc2)CCN1Cc1nc(Cc2ccccc2)no1 (stereo not drawn)	-1.4	i	i
Cc1ccc(C)n1-c1ncn[nH]1	-1.6	i	i
Cc1csc2nc(CNS(=O)(=O)c3ccc4c(c3)CCCC4)cn12	0.2	i	i
COc1ccccc1NC(=O)Cc1nnc(SCC(=O)NC2CCCCC2C)n1C (stereo not drawn)	-0.6	i	i
CC(CN(C)Cc1nc(Cc2cccc(C(F)(F)F)c2)no1)CN1CCCC1 (stereo not drawn)	-1.8	i	i
O=C(O)CCN1C(=O)c2ccc(NC(=O)Cc3ccc(Cl)cc3)cc2C1=O	-1.0	i	i
CCOC(=O)CNC(=O)C1Cc2ccccc2CN1S(=O)(=O)c1cccs1 (stereo not drawn)	-1.9	i	i
Cc1cc(C)n(CC(=O)NCc2ccccc2)c(=O)c1C#N	-1.7	i	i
COc1ccc(S(=O)(=O)NCCSCc2ccccc2C)cc1Br	-0.3	i	i
Cc1ccc(C(=O)COC(=O)CNS(=O)(=O)c2ccccc2)cc1[N+](=O)[O-]	-0.6	i	i
Cc1cc(N)n2nc(-c3ccc(C(C)(C)C)cc3)cc2n1	0.7	i	i
CCN(CC)CCn1c(=N)n(CC(O)COc2ccccc2)c2ccccc21 (stereo not drawn)	0.7	i	7.3*
CCc1nn(CC(=O)N2CCC(C(N)=O)CC2)c(=O)c2cc3occc3n12	-1.3	i	i
Cc1ccc(CN2CCN(Cc3ccccc3)C(CCO)C2)s1 (stereo not drawn)	-0.3	i	i
CCCC(=O)Nc1cccc(Oc2ccc3c(c2)C(=O)NC3=O)c1	1.2	i	i
Cc1nn(C)cc1CNC(=O)C1C2CCC(C2)C1C(=O)O (stereo not drawn)	-1.6	i	i
COc1ccc(N2CCOCC2)c(NC(=O)c2cccnc2)c1	0.2	i	i
CC(C)N1CC(C(=O)O)CC1=O (stereo not drawn)	5.6	i	i
COc1ccccc1NC(=O)Oc1ccc(C(C)=O)cc1	-0.4	i	i
CC1=CC(C)(C)Nc2ccc(OC(=O)CN3C(=O)CCC3=O)cc21	-0.9	i	i
O=C(Nc1ccc(NC(=O)c2cccs2)cc1)c1ccc2c(c1)OCCO2	0.0	i	i
O=C(c1ccco1)N1CCN(Cc2cc(=O)c(OCc3cccc(F)c3)co2)CC1	-1.5	i	i
Cc1ccc(NC(=O)c2cc(-c3ccc(C)c(C)c3O)n[nH]2)cc1C	-0.8	i	i
(list continues)
SMILES	STK33 kinase inh	CHT inh	CHT PAM
NS(=O)(=O)c1ccc(NC(=S)N2CCN(S(=O)(=O)c3ccc(F)cc3)CC2)cc1	1.0	i	i
Cc1cc(C)n(C2CC(=O)N(c3ccc(C)c(Cl)c3)C2=O)n1 (stereo not drawn)	-1.3	i	i
Cc1ccc([N+](=O)[O-])cc1/C=N/Nc1nnnn1-c1ccccc1	-1.2	i	i
CC(C)NC(=O)COC(=O)/C=C/c1ccc(F)cc1	-0.4	i	i
Cn1c(CCNC(=O)c2ccccc2F)nnc1SCc1nc2ccccc2c(=O)[nH]1	-0.3	i	i
Cc1ccc(C2/C(=C(/O)c3cnn(-c4ccccc4)c3C)C(=O)C(=O)N2CCCN2CCOCC2)o1 (stereo not drawn)	0.7	i	i
COc1ccc2cc(CN(C(=O)Nc3ccccc3OC)C3CCCC3)c(=O)[nH]c2c1	-1.7	i	i
CCCCn1nnc(NC(=O)Cc2ccc(Cl)cc2)n1	-0.8	i	i
Cc1ccccc1C(=O)Nc1ccc2c(c1)OCCO2	2.7	i	i
CC(C)C(=O)Nc1ccc(NC(=O)CCc2ccccc2)cn1	1.3	i	i
COc1ccccc1CC(=O)Nc1cccc(C)n1	0.7	i	i
CCn1c(N2CCN(S(=O)(=O)c3ccc(OC)cc3)CC2)nc2ccccc21	-0.2	-7.9*	i
CC1CC(C)CN(CCCNC(=O)CCNC(=O)Cn2cnc3ccccc3c2=O)C1 (stereo not drawn)	-0.9	i	i
O=C1NCCCN1Cc1ccc(Cl)cc1	0.4	i	i
CCN(CC)S(=O)(=O)c1ccc(C(=O)Nc2ccc3c(c2)OCCO3)cc1	0.1	i	i
CCOC(=O)c1cc(-c2csc(COc3ccccc3Cl)n2)on1	-0.6	i	i
CCCCOc1ccc(S(N)(=O)=O)cc1	-1.0	i	i
COc1ccc(CNC(=O)C2CCN(C(=O)c3cccc(Cl)c3)CC2)cc1	-0.3	i	i
CCc1nc2cc3sc(CC)nc3cc2s1	-1.3	i	i
CC(=O)N/C(=C/c1ccc(Cl)cc1)C(=O)NCCc1c[nH]c2ccccc12	1.1	i	i

At a glance, three of the compounds above:
SMILES	STK33 kinase inh	CHT inh	CHT PAM
COc1ccccc1CC(=O)Nc1cccc(C)n1	0.7	i	i
CCn1c(N2CCN(S(=O)(=O)c3ccc(OC)cc3)CC2)nc2ccccc21	-0.2	-7.9*	i
CC1CC(C)CN(CCCNC(=O)CCNC(=O)Cn2cnc3ccccc3c2=O)C1 (stereo not drawn)	-0.9	i	i

The list continues.
SMILES	STK33 kinase inh	CHT inh	CHT PAM
Cc1nc2sccn2c1-c1csc(NCc2ccccc2)n1	-2.2	i	i
CC1(C)Cc2cccc(C(=O)NC3CCN(Cc4ccccc4)CC3)c2O1	0.1	i	i
O=[N+]([O-])c1ccc(-n2cccc2/C=N/Nc2nc(N3CCCCC3)nc(N3CCCCC3)n2)cc1	-0.7	i	i
O=C(O)CCCC(=O)Nc1cccc(-c2nc3ccccc3[nH]2)c1	0.5	i	i
CN(C)CCCNC(=S)Nc1ccc(Br)cc1	4.5	i	i
CCCn1c(C(C)Nc2nc(-c3ccc(OC)cc3)cs2)nc2ccccc21 (stereo not drawn)	-1.9	i	i
CC(C)c1ccc(C2=NN(c3ccccc3)C(=O)CC2)cc1	-0.5	i	i
CC(C)(C)NC(=O)c1ccc(COCC(F)(F)F)o1	-1.2	i	i
NNC(=O)CSc1ncc(-c2ccccc2)[nH]1	-0.5	i	i
